High-throughput results (PubChem)
IEC-6 tox: IEC-6 cytotoxicity, counter-screen for KLF5 inhibitors; 290,000 tested, 0.78% active; luminescence viability; inhibition, % at 5 µM; in the data active means inhibition above about 22%;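 further: 0% = plate median of test compound wells and 100% = cytotoxic reference compound wells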
aSyn UTR inh: MLPCN primary screen, SNCA 5' untranslated region. 300,000 tested, 0.82% active. inhibition, % (tested at 7.5 µM). alpha-synuclein 5'UTR reporter, inhibitor activity; in the data active means inhibition above about 60%;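 further: H4 neuroglioblastoma cells stably carrying SNCA 5'UTR luciferase fusion; 0% = DMSO wells and 100% = positive control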
HIF activator: HIF pathway transcriptional activation. U2OS HRE-luciferase reporter, luminescence; normalized: DMSO 0%, desferrioxamine 100%. activation, % at 7.5 µM (by protocol). 300,000 tested, 0.32% active;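 active means mean activation of at least 10% of the iron chelator positive control signal, with at least half of replicates also reaching 10%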
TRPC4 PAM: allosteric potentiators of mouse TRPC4 channel | Q9QUQ5 | HEK293 TRPC4beta/mu-opioid, DAMGO EC20, Fluo-4 Ca2+ flux; active compounds read high | B-score at 10 µM | 310,000 tested, 0.42% active;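 active means B-score of calcium response area above 5 SD of library B-scores, with initial fluorescence ratio within 5 SD of library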;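 further: B-score of integrated fluorescence ratio over time as area under calcium response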
TRPC4 act: activators of mouse TRPC4 channel; HEK293 TRPC4beta/mu-opioid, Fluo4 calcium fluorescence; active compounds read high; 310,000 tested, 0.49% active; B-score at 10 µM; AID 2237;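 active means B-score above 5 SD of library B-scores, and initial fluorescence ratio not above library mean plus 5 SD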;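 further: positive B-score marks a calcium rise read as TRPC4 activation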
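System: HEK293 cells stably co-expressing mouse TRPC4beta and mu-opioid receptor; Schedule: Fluo4 dye loading 45 min at room temperature, 110 s recording; Detection: Fluo4 fluorescence, kinetic; Evaluation: B-scored integrated calcium fluorescence ratio; Controls: buffer (low) and maximal DAMGO (high).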
SKKanGAS inh: blocks kanamycin growth of S. pyogenes SKKanGAS strain; AID 1662; 300,000 tested, 1.3% active; BacTiter-Glo, 6 h; inhibition, % at 7.5 µM;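 active means mean replicate score, as percent of positive control median, at least 50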;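 further: strain carries kanamycin resistance gene driven by streptokinase promoter and grows in 40 µg/ml kanamycin; loss of luminescence reflects streptokinase promoter inhibition or plain growth inhibition; 0% = median of DMSO wells and 100% = positive control at its reference dose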
MrgX1 antagonist: antagonists of human MrgX1 receptor; 310,000 tested, 1.3% active; B-score at 10 µM; Q96LB2; MRGX1-HEK293 calcium flux, Fluo-4, BAM8-22 antagonism; active compounds read low;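 active means calcium-response B-score plate-corrected more than 3 library SD below zero, starting fluorescence within 5 deviations, no agonist response on first addition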;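 further: peak minus trough fluorescence over baseline after final BAM8-22 challenge near maximal dose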
TRPC6 act: activates the mouse TRPC6 cation channel; HEK293-TRPC6 membrane potential dye fluorescence; active compounds read high; B-score at 10 µM; 310,000 tested, 0.13% active; AID 2550;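 active means B-score of the integrated fluorescence ratio above library mean plus 3 SD, and starting fluorescence ratio within library mean plus 5 SD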;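 further: higher score means more depolarization so channel activation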
Target sequence (Q61143 whole entry, looked up): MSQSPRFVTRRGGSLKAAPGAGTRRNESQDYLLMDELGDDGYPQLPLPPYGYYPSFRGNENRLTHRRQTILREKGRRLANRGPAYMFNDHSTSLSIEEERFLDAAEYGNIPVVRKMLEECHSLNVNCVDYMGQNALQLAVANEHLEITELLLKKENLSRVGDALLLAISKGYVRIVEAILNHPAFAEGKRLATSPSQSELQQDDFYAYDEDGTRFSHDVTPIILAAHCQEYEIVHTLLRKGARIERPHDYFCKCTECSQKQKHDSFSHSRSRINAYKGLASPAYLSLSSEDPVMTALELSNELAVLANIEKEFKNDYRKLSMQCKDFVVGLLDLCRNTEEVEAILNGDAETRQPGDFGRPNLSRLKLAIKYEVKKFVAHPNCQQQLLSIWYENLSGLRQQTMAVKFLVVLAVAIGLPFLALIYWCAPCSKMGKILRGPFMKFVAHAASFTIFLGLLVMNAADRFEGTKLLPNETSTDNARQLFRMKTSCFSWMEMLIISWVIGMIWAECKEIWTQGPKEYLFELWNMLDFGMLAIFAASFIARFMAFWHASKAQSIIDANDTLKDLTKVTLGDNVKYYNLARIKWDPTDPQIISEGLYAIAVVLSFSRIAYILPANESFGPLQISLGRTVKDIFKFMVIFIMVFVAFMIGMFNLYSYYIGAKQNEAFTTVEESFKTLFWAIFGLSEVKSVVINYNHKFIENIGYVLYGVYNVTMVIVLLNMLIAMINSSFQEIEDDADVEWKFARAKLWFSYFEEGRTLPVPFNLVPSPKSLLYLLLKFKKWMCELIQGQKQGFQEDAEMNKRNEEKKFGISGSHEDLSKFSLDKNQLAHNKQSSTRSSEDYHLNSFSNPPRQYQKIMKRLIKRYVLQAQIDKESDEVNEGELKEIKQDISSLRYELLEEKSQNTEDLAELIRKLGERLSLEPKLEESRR
TRPC4 block: TRPC4 (mouse) channel inhibition; Q9QUQ5; HEK293 TRPC4beta/mu-opioid, DAMGO-evoked Fluo4 calcium flux; active compounds read low; B-score at 10 µM; 300,000 tested, 0.39% active;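 active means B-score over 3 SD under the library average, no early fluorescence shift, positive overall ratio signal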
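Assay system: Stable TRPC4beta/mu-opioid receptor HEK293 cells | Reagent: DAMGO in two steps, submaximal then maximal | Compound dosing: Single concentration per test compound | Signal: Fluo4 Ca2+ flux fluorescence | Evaluation: Per-well B score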
TRPC6 inh: blocks the mouse TRPC6 cation channel; Q61143; HEK293-TRPC6, membrane potential dye, ACh-evoked depolarization; active compounds read low; B-score at 10 µM; 310,000 tested, 1.1% active; AID 2553;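 active means B-score under library mean minus 3 SD, initial fluorescence not abnormally high, positive integrated signal ratio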;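 further: B-score derived from integrated fluorescence ratio over the kinetic read; more negative B-score means stronger inhibition of depolarization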
KLF5 inhibitor: kruppel-like factor 5 inhibition | DLD-1 KLF5 promoter-luciferase reporter, luminescence | 290,000 tested, 0.23% active | AID 1700 | inhibition, % at 5 µM;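 active means inhibition above a per-plate limit of that plate's mean compound inhibition plus 3 SD, cut at about 60% in these data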;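 further: 0% = DMSO wells and 100% = LY294002 at 200 µM; higher means less KLF5 promoter-driven luciferase light; inactives centre near -14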
Active calls of the source: *; i = inactive; . = not tested or not shown.

1. COc1ccc(NC(=O)c2sc(N3CCOCC3)nc2-c2ccccc2)c(OC)c1
2. O=C(C1=C[C@H](c2ccccc2)C[C@H](OCc2ccc(CO)cc2)O1)N1CCOCC1
3. CCc1ccccc1NC(=S)N(CCN1CCCCC1)Cc1ccco1
4. CC(C)NC(=O)C1CCN(C2CCN(Cc3cn[nH]c3-c3ccccc3)CC2)CC1
5. C[n+]1ccccc1/C=C1\Sc2ccccc2N1CCO
6. CCOC(=O)Cc1ccc(NS(=O)(=O)c2ccc(SC)cc2)cc1
Compound,1,2,3,4,5,6
IEC-6 tox,2.6,-9.3,1.4,6.1,0.8,3.3
aSyn UTR inh,-0.5,6.5,-24.7,-8.2,4.8,-12.0
HIF activator,0.1,-4.3,-0.6,0.0,-0.4,0.0
TRPC4 PAM,i,i,i,i,i,i
TRPC4 act,i,i,i,i,i,i
SKKanGAS inh,-12.0,0.7,-2.5,2.6,1.6,4.7
MrgX1 antagonist,i,i,i,i,i,i
TRPC6 act,i,i,i,i,i,i
TRPC4 block,i,i,i,i,i,i
TRPC6 inh,i,i,i,i,i,i
KLF5 inhibitor,-15.6,-19.9,3.1,4.3,-30.8,-14.3

7. CC(C)(C)c1ccc(CCC(CC(=O)O)CC(=O)O)cc1
8. CN=c1sc2ccccc2n1CC(O)COc1ccccc1 (stereo unspecified)
9. CCOC(=O)N1CCN(C(=O)CCc2ccc(S(=O)(=O)NC(C)C)cc2)CC1
10. Cc1ccc(-c2nc(N/N=C/c3ccncc3)c3ccccc3n2)cc1
11. CC1CCCC(C)N1/N=C/c1ccc(C#N)cc1 (stereo unspecified)
12. Cc1cc(OCC(=O)Nc2ccncc2)ccc1Cl
Compound,7,8,9,10,11,12
IEC-6 tox,0.4,4.7,-1.0,3.3,-1.0,-3.7
aSyn UTR inh,14.3,6.7,16.0,-120.1,-4.2,-24.1
HIF activator,1.0,0.0,-2.6,.,2.1,0.4
TRPC4 PAM,i,i,i,.,i,i
TRPC4 act,i,i,i,.,i,i
SKKanGAS inh,0.8,.,-3.0,8.6,9.6,3.1
MrgX1 antagonist,i,i,i,i,i,i
TRPC6 act,i,i,i,.,i,i
TRPC4 block,i,i,i,.,i,i
TRPC6 inh,i,i,i,.,i,i
KLF5 inhibitor,-13.6,-30.6,1.5,13.9,9.6,-19.6

13. CCOCCOCN(C#N)c1nc(OC)nc(N(C)C)n1
14. CCS(=O)(=O)c1nc(S(=O)(=O)c2ccc(Cl)cc2)c(N2CCN(CCO)CC2)s1
15. Cc1ccc(-c2nc(C3CCN(S(C)(=O)=O)CC3)no2)cc1
16. O=C(CSc1nnc(CNC(=O)c2ccccc2F)o1)NC1CCCCC1
17. COc1ccc(-n2cnnc2SCC(=O)Nc2nc(C)c(Cl)cc2Cl)cc1
18. O=C(NNC1=C(C(=O)C(F)(F)F)CCC1)c1ccc(Br)cc1
Compound,13,14,15,16,17,18
IEC-6 tox,-2.7,4.6,4.9,-1.0,-4.5,3.5
aSyn UTR inh,12.5,4.3,-46.8,23.9,12.2,-11.6
HIF activator,-0.2,-0.4,0.7,-0.5,0.0,-0.4
TRPC4 PAM,i,i,i,i,i,i
TRPC4 act,i,i,i,i,i,i
SKKanGAS inh,-1.5,-5.0,-8.6,1.6,-6.1,106.4*
MrgX1 antagonist,i,i,i,i,i,i
TRPC6 act,i,i,i,i,i,i
TRPC4 block,i,i,i,i,i,i
TRPC6 inh,i,i,i,i,i,i
KLF5 inhibitor,-43.9,-5.5,-49.2,-42.4,-28.4,-17.5

19. COc1cc(C)ccc1OCc1cc(C(=O)N(Cc2nccn2C)C(C)C)no1
20. Cc1ccccc1NC(=O)CSc1nnc(Cc2ccccc2)o1
21. C[C@H](NS(=O)(=O)c1ccccc1F)C(=O)OCC(=O)N1CCc2ccccc21
22. O=C(O)c1cc(-c2ccc(N3CCOCC3)cc2)nn1-c1ccccc1Cl
23. CCN(CC)C(=O)COc1ccc2c3c(c(=O)oc2c1)CCCC3
24. N#CCCCn1c(=O)oc2ccccc21
Compound,19,20,21,22,23,24
IEC-6 tox,1.3,-2.2,-5.4,-11.0,2.4,-6.1
aSyn UTR inh,-8.4,1.6,2.5,-18.7,-10.0,9.5
HIF activator,0.4,0.3,0.1,-0.2,1.3,-0.2
TRPC4 PAM,i,i,i,i,i,i
TRPC4 act,i,i,i,i,i,i
SKKanGAS inh,0.2,0.2,-1.0,6.9,-6.1,-5.1
MrgX1 antagonist,i,i,i,i,i,i
TRPC6 act,i,i,i,i,i,i
TRPC4 block,i,i,i,i,i,i
TRPC6 inh,i,i,i,i,i,i
KLF5 inhibitor,-260.0,-42.0,-46.5,-13.1,-38.9,-8.5

25. Cc1cc(C)c(C(CC(=O)c2cccs2)C(C#N)C#N)c(C)c1 (stereo unspecified)
26. CCOC(=O)c1sc2nc(C)nc(NCCc3ccc(S(N)(=O)=O)cc3)c2c1C
27. CCOC(=O)Nc1cc(NC(=O)OCC)c(C)nc1C
28. O=C1CCc2cc(S(=O)(=O)Nc3ccccc3)cc3c2N1CCC3
29. COc1cc(NC(=O)C2CCCCC2)c2ncccc2c1
30. O=C(Cn1c(=O)n(CC2CCCO2)c(=O)c2ccccc21)c1ccc(Cl)c(Cl)c1 (stereo unspecified)
Compound,25,26,27,28,29,30
IEC-6 tox,-8.4,6.7,2.6,.,5.8,-1.8
aSyn UTR inh,-188.7,4.6,-9.8,-1.5,33.4,17.9
HIF activator,3.3,0.8,-0.4,-0.1,-0.1,0.1
TRPC4 PAM,i,i,i,i,i,i
TRPC4 act,i,i,i,i,i,i
SKKanGAS inh,4.4,2.9,-15.6,-7.3,-3.2,-0.8
MrgX1 antagonist,i,i,i,i,i,i
TRPC6 act,i,i,i,i,i,i
TRPC4 block,i,i,i,i,i,i
TRPC6 inh,i,i,i,i,i,i
KLF5 inhibitor,-3.9,-2.6,-26.5,.,-22.9,-27.2

31. COc1ccc(SCc2noc(C(=O)NCC3CCCO3)c2C(=O)O)cc1 (stereo unspecified)
32. Cc1ccc(S(=O)(=O)N2CCC(C(N)=O)CC2)cc1[N+](=O)[O-]
33. O=C(Nc1ccc(F)cc1)c1ccc2[nH]c(=O)c(=O)[nH]c2c1
34. Cn1nnnc1Sc1ccc([N+](=O)[O-])cc1Cl
35. CCOC(=O)c1[nH]c(C)c(C(=O)OCC(=O)NC2CCS(=O)(=O)C2)c1C (stereo unspecified)
36. NS(=O)(=O)c1ccc(NC(=O)COC(=O)c2cc([N+](=O)[O-])ccc2Cl)cc1
Compound,31,32,33,34,35,36
IEC-6 tox,-4.3,5.8,-11.5,0.1,6.2,0.7
aSyn UTR inh,16.7,17.9,-2.1,-17.3,-1.7,-15.7
HIF activator,-3.7,-1.0,0.4,-0.3,-1.3,0.0
TRPC4 PAM,i,i,i,i,i,i
TRPC4 act,i,i,i,i,i,i
SKKanGAS inh,3.3,1.6,-0.1,1.6,2.5,-5.1
MrgX1 antagonist,i,i,i,i,i,i
TRPC6 act,i,i,i,i,i,i
TRPC4 block,i,i,i,i,i,i
TRPC6 inh,i,i,i,i,i,i
KLF5 inhibitor,-39.9,-2.4,-9.0,-15.1,-16.6,7.9

An excerpt from above, limited to TRPC6 inh.
no.	SMILES	TRPC6 inh
31	COc1ccc(SCc2noc(C(=O)NCC3CCCO3)c2C(=O)O)cc1 (stereo unspecified)	i
32	Cc1ccc(S(=O)(=O)N2CCC(C(N)=O)CC2)cc1[N+](=O)[O-]	i
33	O=C(Nc1ccc(F)cc1)c1ccc2[nH]c(=O)c(=O)[nH]c2c1	i

The results go on:
37. CCc1ccc(NC(=O)C2CCN(C(=O)[C@@H]3Cc4ccccc4CN3)CC2)cc1
38. O=C1NC(c2ccncc2)C(C(=O)c2cccs2)C(O)(C(F)(F)F)N1 (stereo unspecified)
39. C=CCN(c1ccccc1)S(=O)(=O)c1cccc(C(=O)OCC(=O)NC2CC2)c1
40. O=C(N/N=C/c1cccnc1)c1cccc(F)c1
41. O=C(NC(C1CC1)C1CC1)C1CCC(=O)N(CCCN2CCCC2=O)C1 (stereo unspecified)
42. Cc1ccc(N2C(=O)C(NC(=O)c3c(F)cccc3F)(C(F)(F)F)C3=C2CC(C)(C)CC3=O)cc1 (stereo unspecified)
Compound,37,38,39,40,41,42
IEC-6 tox,1.7,2.4,-1.3,5.1,-4.4,-1.3
aSyn UTR inh,-10.2,10.5,19.4,-20.8,-21.9,5.9
HIF activator,-0.2,-0.1,-0.4,-0.8,0.7,-0.6
TRPC4 PAM,i,i,i,i,i,119*
TRPC4 act,i,i,i,i,i,i
SKKanGAS inh,3.0,-3.3,6.5,-0.5,-1.5,-5.6
MrgX1 antagonist,i,i,i,i,i,i
TRPC6 act,i,i,i,i,i,i
TRPC4 block,i,i,i,i,i,i
TRPC6 inh,i,i,i,i,i,i
KLF5 inhibitor,-10.4,-50.6,-6.2,-56.8,11.4,-14.3

43. COc1ccccc1NC(=O)CCNC(=O)c1ccc(C)cc1
44. CC(C(=O)N1CCc2ccccc21)N1CCN(c2ccccn2)CC1 (stereo unspecified)
45. COc1ccc(C(OCC(O)CN(C)C2CCCCC2)c2ccc(OC)cc2)cc1 (stereo unspecified)
46. Nc1nonc1-n1nnc(C(=O)N/N=C/c2ccc(Cl)cc2Cl)c1CN1CCCCC1
47. O=C(Cn1nc(-c2ccccc2)c2ccccc2c1=O)Nc1ccccn1
48. COc1ccccc1Nc1nc(N)nc(CSc2ncccn2)n1
49. COc1ccc2oc(-c3ccccc3)c(C(=O)N(C)C)c2c1
50. CCCCC(=O)NCc1ccc(F)cc1
Compound,43,44,45,46,47,48,49,50
IEC-6 tox,-3.4,-7.0,3.2,1.4,2.6,0.0,-3.1,0.9
aSyn UTR inh,12.3,29.8,-19.9,-19.0,-66.3,-23.5,18.4,-27.9
HIF activator,0.1,-0.1,0.0,0.5,0.5,1.3,-0.9,-0.1
TRPC4 PAM,i,i,i,i,i,i,i,i
TRPC4 act,i,i,i,i,i,i,i,i
SKKanGAS inh,-0.7,7.4,-2.6,-2.7,-12.9,-3.1,-4.9,-3.6
MrgX1 antagonist,i,i,i,i,i,i,i,i
TRPC6 act,i,i,i,i,i,i,i,i
TRPC4 block,i,i,i,i,i,i,i,i
TRPC6 inh,i,i,i,i,i,i,i,i
KLF5 inhibitor,-31.2,-35.1,-22.7,-11.0,-33.9,-80.4,-5.1,5.4
